Source: PubChem
VLA-4 inh = inhibition in a human VLA-4 binding assay; P13612; VLA-4 expressing cells, ligand binding flow cytometry; inhibition, % (about 7 µM as worked out from the volumes in the protocol); actives 0.2% (n = 330,000); AID 2557; in the data active = inhibition above about 50%
Bcl-xL primary = inhibitors of human Bcl-xL; Q07817; GST-Bcl-xL / FITC-Bim BH3 peptide fluorescence polarization; inhibition, % at 10.9 µM; actives 0.7% (n = 320,000);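 active = inhibition above the mean of all tested compounds plus 3 SD, cutoff set per campaign, cut at about 30% in these data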;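 also: 0% = DMSO wells and 100% = unlabeled Bim-BH3 peptide competitor; inhibitors lower millipolarization by displacing the labeled peptide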
Target sequence (Q07817 whole entry, looked up): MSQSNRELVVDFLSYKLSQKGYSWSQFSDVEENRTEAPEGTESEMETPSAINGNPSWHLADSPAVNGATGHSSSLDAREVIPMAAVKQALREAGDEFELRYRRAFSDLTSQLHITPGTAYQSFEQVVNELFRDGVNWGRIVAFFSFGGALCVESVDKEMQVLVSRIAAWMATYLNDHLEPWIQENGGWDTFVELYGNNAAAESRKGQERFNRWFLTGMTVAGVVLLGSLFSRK
CIT2-GFP yeast = modulators of TOR pathway CIT2-GFP in S. cerevisiae; actives 0.065% (n = 320,000); S. cerevisiae CIT2-GFP strain, flow cytometry, 3 h; 100 means same as DMSO wells; GFP response vs DMSO, % at 10 µM; AID 2029;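 active = GFP response relative to DMSO above a set limit, near the screen mean plus 3 SD, cut at about 150% in these data; inconclusive = Fewer than 70 cells measured for a yeast strain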;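 also: ratio of well median GFP fluorescence to mean of DMSO wells on the plate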
MCL1-BIM inh = inhibitors of human MCL1 binding to BIM-BH3 peptide; GST-MCL1 / FITC-Bim-BH3 fluorescence polarization; inhibition, % at 10.9 µM; actives 0.68% (n = 320,000); AID 2057;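 active = inhibition above the mean inhibition of all tested compounds plus 3 SD, set per campaign, cut at about 40% in these data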;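 also: 0% = DMSO wells and 100% = unlabeled Bim-BH3 peptide control; higher means more loss of mP so more displacement of Bim peptide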
GLD-1 TGE inh = GLD-1-TGE RNA interaction inhibition (C. elegans); Q17339; purified GLD-1 + fluorescein TGE RNA, fluorescence polarization; inhibition, % at 5.96 µM; actives 0.44% (n = 320,000); AID 2280;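 active = percent inhibition above a per-plate cutoff, the plate mean of test compounds plus 3 SD, cut at about 30% in these data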;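 also: 0% = DMSO wells with GLD-1 and probe and 100% = wells lacking GLD-1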
MEX-5 binding = C. elegans MEX-5 TCR-2 RNA binding activity; activity score (negative = inhibition of binding), % at 10 µM; actives 0.38% (n = 300,000); MEX-5/FITC-TCR2 RNA binding, fluorescence polarization; hits give low values;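 active = inhibition past about -25% in most replicates, and total fluorescence under double the plate's negative control median, limit read from the data; inconclusive = replicates evenly split on the limit, or fluorescence at least double controls; inactive = too little inhibition in most replicates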;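 also: 0% = DMSO and -100% = 5 µM competing unlabeled TCR2 RNA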
AGP1-GFP MLPCN = yeast TOR pathway AGP1-GFP modulation | S. cerevisiae AGP1-GFP multiplex flow cytometry, 3 h; GFP as percent of DMSO wells | GFP response vs DMSO, % at 10 µM | actives 0.02% (n = 320,000);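 active = GFP response relative to DMSO above a set limit, near screen average plus 3 SD, cut at about 150% in these data; inconclusive = fewer than 70 cells counted for the yeast strain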;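 also: median GFP channel fluorescence of the gated AGP1 strain per well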
GRK2 inh = human GRK2 inhibition via aptamer displacement; P25098; bead flow cytometry, FAM-aptamer displacement from GRK2; inhibition of aptamer binding, % at 10 µM; actives 0.59% (n = 330,000); AID 488847;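 active = inhibition of aptamer binding above 40%, roughly 3 SD of noise, on plates passing a quality check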;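 also: median bead fluorescence of bound FAM aptamer so fluorescent compounds give negative values; no value below 0 was filed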
Target sequence (P25098 whole entry, looked up): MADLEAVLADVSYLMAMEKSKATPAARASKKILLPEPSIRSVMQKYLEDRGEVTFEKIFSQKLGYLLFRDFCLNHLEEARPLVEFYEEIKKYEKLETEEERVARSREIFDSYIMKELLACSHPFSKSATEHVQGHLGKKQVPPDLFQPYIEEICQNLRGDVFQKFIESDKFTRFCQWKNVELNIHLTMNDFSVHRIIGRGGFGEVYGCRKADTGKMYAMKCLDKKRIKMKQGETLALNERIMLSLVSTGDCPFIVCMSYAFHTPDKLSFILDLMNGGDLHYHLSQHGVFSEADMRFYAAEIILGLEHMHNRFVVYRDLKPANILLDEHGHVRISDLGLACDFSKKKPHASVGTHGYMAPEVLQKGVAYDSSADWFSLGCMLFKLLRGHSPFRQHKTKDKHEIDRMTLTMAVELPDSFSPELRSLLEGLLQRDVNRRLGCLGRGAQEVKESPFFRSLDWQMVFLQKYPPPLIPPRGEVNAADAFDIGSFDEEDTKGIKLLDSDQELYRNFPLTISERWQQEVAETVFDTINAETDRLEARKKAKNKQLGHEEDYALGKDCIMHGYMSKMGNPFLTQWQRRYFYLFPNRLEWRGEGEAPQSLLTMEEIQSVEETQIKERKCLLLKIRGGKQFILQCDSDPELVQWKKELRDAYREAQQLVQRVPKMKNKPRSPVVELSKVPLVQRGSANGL
Fam108B inh = Fam108B inhibition, counter-screen for RBBP9 inhibitors; recombinant Fam108B, FP-Rh probe fluorescence polarization; inhibition, % at 9.51 µM; actives 0.33% (n = 300,000); AID 1947;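 active = inhibition above the screen mean inhibition plus 3 SD, computed separately per campaign, cut at about 18% in these data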;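 also: inhibitors lower polarization as less probe binds the enzyme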
* = called active by the depositor; ? = inconclusive; nt = not tested or not shown; & = joins results of further samples; [ ] = dose if it differs, or a comment.

Molecule	VLA-4 inh	MEX-5 binding	CIT2-GFP yeast	MCL1-BIM inh	GRK2 inh	Fam108B inh	GLD-1 TGE inh	Bcl-xL primary	AGP1-GFP MLPCN
COc1cc(NC(=O)c2ccc([N+](=O)[O-])o2)ccc1NC(=O)c1cccs1	4	-0.4	100	8	2	2	7	6	98
CC(C)CNC(=O)CN(C1CCCCC1)S(C)(=O)=O	5	-1.4	109	-3	2	1	4	3	104
O=c1[nH]c(N2CCOCC2)nc2ccccc12	9	0.8	124	2	0	-1	8	3	103
CC(=O)[C@H]1CC[C@H]2[C@@H]3CCC4=CC(=O)CC[C@]4(C)[C@H]3CC[C@]12C	-2&8	2.6	95&77	5&-4	2&1	2&2	8&0	-1&7	86&79
CCC(=O)Nc1ccc2nc(C3CC3)n(Cc3ccccc3)c(=O)c2c1	10	-2.7	103	5	0	-1	-4	0	104
COC(=O)c1ccc(N2CCN(C(=O)c3ccccc3)CC2)c(NC(C)=O)c1	20	-0.6	102	-2	8	-3	1	-4	100
O=C(Cc1ccc(Cl)c(Cl)c1)Nc1ccccc1N1CCOCC1	-3	-1.8	99	-7	0	-3	3	-9	108
CC[C@@H](C)CN1C(=O)N[C@@H](c2ccccc2)C(C(C)=O)=C1C	2	-9.7	107	8	4	0	2	3	88
CC(=O)Nc1ccccc1NC(=O)c1ccc(C)cc1C	7	0.4	nt	1	0	4	3	3	99
COc1ccccc1NC(=O)CSc1nc2ccccc2nc1N1CC(C)OC(C)C1 (centres undefined)	6	0.7	114	0	3	-7	3	0	109
CCOC(=O)c1cc(CC)sc1/N=C/c1c(O)ccc2ccccc12	-1	0.3	99	22	4	4	-5	5	90
O=C(COC(=O)CSc1ccc([N+](=O)[O-])cc1)NCC1CCCO1 (centres undefined)	8	-0.1	103	nt	2	nt	nt	nt	92
CCOc1ccc(/C=N/NC(=O)Cn2ccnc2C)cc1	1	1.9	101	-3	0	0	-3	1	101
O=C(NCc1ccc2c(c1)OCO2)c1ccc(CS(=O)(=O)Cc2cccc(Cl)c2)o1	29	2.4	96	2	1	-3	-1	-2	101
CN1C2CCC1/C(=C\c1ccc(F)cc1)C(=O)/C2=C/c1ccc(F)cc1	13	-1.0	93	0	1	5	-1	4	99
COC(=O)NNC(=O)COc1cc(C)c(Br)cc1C(C)C	1	0.0	96	2	3	9	5	6	98
Cc1ccc(Oc2ccc(Cl)cc2N)cc1	2	0.3	100	-1	0	-2	0	1	100
OC1(CN2CCOCC2)C2CN3CCN(C2)CC1(c1ccccc1)C3 (centres undefined)	-6	0.2	93	-7	0	-3	-4	-2	108
CCOc1cccc(NC(=O)C2CCCN(S(=O)(=O)c3ccc(-n4cnnn4)cc3)C2)c1 (centres undefined)	-7	0.5	98	-4	0	-1	6	0	101
Cc1ccc2c(c1)N(CC(=O)N1CCOCC1)C(=O)C(C)O2 (centres undefined)	5	1.5	101	7	1	2	3	5	103
O=C(NCc1cccnc1)c1c(O)c2cccc3c2n(c1=O)CCC3	-4	2.2	49	0	0	-3	-3	3	76
O=C(COC(=O)c1ccc([N+](=O)[O-])cc1)Nc1ccccc1C(=O)NC1CC1	8	nt	102	nt	0	nt	-8	nt	95
NS(=O)(=O)c1ccc(CCNC(=O)c2ccccc2[N+](=O)[O-])cc1	26	0.3	91	12	0	2	0	3	95
Cc1ccn2c(=O)nc(SCc3cccc(C(F)(F)F)c3)nc2c1	35	-0.3	95	1	1	0	6	1	94
O=C(CSc1nnc(-c2ccncc2)n1Cc1ccco1)Nc1ccccc1F	4	-0.4	93	-3	1	-1	4	-2	102
CCc1nnc(NC(=O)Cc2cccs2)s1	5	-1.5	101	19	1	-3	-1	6	104
COCCN(Cc1nc(-c2ccc(-c3ccccc3)cc2)oc1C)C(C)C	24	-4.7	104	6	0	0	6	6	107
O=C(CSc1nc2ccccc2[nH]1)NCc1ccc2c(c1)OCO2	0	-0.3	97	-7	1	1	-1	1	112
COc1ccc(S(=O)(=O)N(C)c2ccc(OC(=O)C(C)Oc3ccc(F)cc3)cc2)cc1 (centres undefined)	-12	2.0	104	0	2	3	5	-2	103
CCOc1ccc(Br)cc1S(=O)(=O)Nc1ccc(C(=O)Nc2ccc(C)cc2)cc1	8	-0.6	97	-7	0	-11	0	1	95
CCOc1ccccc1/C=C/c1onc(C)c1S(=O)(=O)N1CCC(C(=O)NC)CC1	0	-0.9	100	4	0	4	5	2	104
O=C(Oc1ccc2c(c1)OCC2=O)c1ccccc1	-3	-0.3	96	0	0	2	0	-2	94
O=[N+]([O-])c1cc(Cl)ccc1Sc1ccccn1	2	-1.5	100	0	18	-2	2	2	102
CCOC(=O)/C=c1\s/c(=C(\C#N)C(N)=O)n(-c2ccccc2)c1=O	22	2.9	96	-3	2	-1	-10	-2	109
CCOC(=O)c1[nH]c2cc3c(cc2c1NC(=O)CN1CCCC1)OCO3	18	1.6	91	5	0	0	0	3	96
O=C(Cn1cnc2c(cnn2-c2ccccc2)c1=O)NCc1ccccc1	-6	3.2	95	3	0	0	-1	3	104
CC1(C)C(=O)NCCN1C(=O)CC1C(=O)NCCN1Cc1cccc(C(F)(F)F)c1 (centres undefined)	7	-4.1	116	27	0	-1	17	22	105
CN(C)c1nc(Oc2ccc(=O)[nH]n2)nc(N2CCOCC2)n1	-5	1.2	93	1	1	4	2	-1	96
CCC(C)NC(=O)c1c(N)n(/N=C/c2ccccn2)c2nc3ccccc3nc12 (centres undefined)	-17	0.3	98	4	0	2	7	11	91
COc1cccc(C(=O)N2CCN(S(=O)(=O)Cc3ccccc3)CC2)c1	45	-0.9	82	0	0	6	6	1	85
Cc1c(Cl)ccc2c1NC(=O)[C@]21N[C@@H](Cc2ccccc2)[C@H]2C(=O)N(c3ccc(F)cc3)C(=O)[C@H]21	13	0.7	96	3	0	-19	-2	2	90
O=C(COC(=O)CCc1c[nH]c2ccccc12)NCc1ccc2c(c1)OCO2	10	0.4	94	-3	0	1	1	0	100
S=C1Cc2ccccc2C(c2ccc(Cl)cc2)N1 (centres undefined)	5	-2.4	99	13	3	2	3	7	93
COc1cc(C=O)ccc1OCCCCOc1ccccc1[N+](=O)[O-]	-1	0.4	95	2	4	3	3	4	95
Cc1ccccc1N(CC(=O)NCc1ccco1)C(=O)CNS(=O)(=O)c1ccc(F)cc1	8	-1.3	101	-5	1	0	-1	0	93
CCOc1ccc(NC(=O)CCn2c(=S)oc3ccccc32)cc1	-3	0.8	109	4	0	-1	5	-1	105
COc1ccccc1C(CNC(=O)c1cccc(NS(=O)(=O)c2ccc(C)c(F)c2)c1)N(C)C (centres undefined)	12	-3.8	106	10	0	1	-4	7	106
C[C@H](NC(=O)OC(C)(C)C)C(=O)NCC1CCC(C(=O)O)CC1 (some centres undefined)	-3	-2.1	98	-2	5	1	2	2	103
COc1cccc(-c2nc(CS(=O)CC(=O)NCc3ccc4c(c3)OCO4)c(C)o2)c1 (centres undefined)	-9	-0.8	98	1	2	9	4	1	93
COc1ccc(C/C(N)=N/OC(=O)COc2ccccc2C)cc1	3	-1.4	90	-1	4	5	8	3	87

Later entries.
Molecule	VLA-4 inh	MEX-5 binding	CIT2-GFP yeast	MCL1-BIM inh	GRK2 inh	Fam108B inh	GLD-1 TGE inh	Bcl-xL primary	AGP1-GFP MLPCN
COc1ccc(CCNC(=O)CSCC(=O)Nc2cc(S(C)(=O)=O)ccc2Cl)cc1	2	nt	92	nt	1	nt	5	nt	91
COc1ccccc1OCCNS(=O)(=O)c1ccc2oc3ccccc3c2c1	8	1.6	99	-8	0	-7	3	-4	104
S=c1[nH]nc(COc2ccccc2)n1/N=C/c1ccncc1	1	-0.3	109	-18	1	-3	-2	-42	97
CCC(Oc1ccccc1)C(=O)Nc1ccc(S(=O)(=O)Nc2ncccn2)cc1 (centres undefined)	-6	1.6	?	2	4	1	-1	1	22[may fluoresce violet]
COc1cccc(N2CCN(C(=O)CCSCc3ccccc3F)CC2)c1	2	nt	110	10	1	3	7	11	98
N#CC1=C(N)NC(SCc2ccccc2)=C(C#N)C12CCCC2	6	3.6	100	2	4	-1	3	3	102
N#C/C(=C/c1ccc(N2CCCCC2)cc1)c1cccc(F)c1	2	-0.2	92	-18	3	-1	-12	-8	97
CC1CCN(S(=O)(=O)c2ccc(NC(=O)c3ccccc3F)cc2)CC1	2	-2.1	82	-7	0	-2	3	-3	96
COC(=O)c1ccc(N=Nc2c(C)[nH]n(-c3ccccc3)c2=O)cc1	0	1.0	109	-7	1	4	3	-2	109
O=C(C1=NN[C@@H]2C(=O)N(c3cccc(F)c3)C(=O)[C@H]12)c1ccc2ccccc2n1	-16	1.6	102	-1	2	0	-1	2	100
O=C(CCSc1nc(-c2ccco2)cc(C(F)(F)F)n1)NCCN1CCOCC1	10	0.6	91	7	0	-6	-2	4	97
COc1ccc(CN2CCN(C(=O)c3cccc4ccccc34)CC2)cc1Br	-2	-0.8	111	1	3	0	0	2	97
Cc1cccc(OCCCC(=O)NNC(=O)c2cccc(N(C)C)c2)c1	-2	nt	109	nt	3	nt	6	nt	102
COc1ccc(CCC(=O)NNC(=O)Nc2ccccc2Cl)cc1	7	1.2	91	nt	0	nt	nt	nt	92
C=CCN1N=C(/C=C/c2ccc(C)cc2)CCC1=O	4	-1.1	92	-7	1	-3	-1	-1	94
COc1ccc(Cn2nnnc2C(c2ccc(F)cc2)N2CCN(C3CCCC3)CC2)cc1 (centres undefined)	-12	-1.6	116	5	0	1	-8	2	111
